ATG4B inh – blocks human ATG4B protease cleavage of LC3 substrate; Q9Y4P1; ATG4B cleavage of LC3-PLA2, NBD-HPC fluorescence, 1 h; inhibition, % at 8.33 µM; 0.51% of 340,000 active; in the data active means inhibition above about 40%
Target sequence (Q9Y4P1 whole entry, looked up): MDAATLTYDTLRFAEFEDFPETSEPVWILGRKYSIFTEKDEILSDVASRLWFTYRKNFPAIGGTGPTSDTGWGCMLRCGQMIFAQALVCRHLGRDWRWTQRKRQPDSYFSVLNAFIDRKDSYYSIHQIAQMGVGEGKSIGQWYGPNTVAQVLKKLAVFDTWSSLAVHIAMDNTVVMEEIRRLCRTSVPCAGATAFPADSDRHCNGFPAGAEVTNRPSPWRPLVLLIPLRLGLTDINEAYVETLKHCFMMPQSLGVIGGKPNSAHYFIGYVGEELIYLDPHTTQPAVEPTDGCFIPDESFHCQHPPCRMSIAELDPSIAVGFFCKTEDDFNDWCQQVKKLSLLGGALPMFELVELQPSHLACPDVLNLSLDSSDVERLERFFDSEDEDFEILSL
MPTP inh – blocks calcium-induced mitochondrial swelling. isolated mouse mitochondria, Ca2+ swelling absorbance, 30 min. inhibition, % at 10 µM. 1.4% of 360,000 active;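 active means inhibition of 50% or more, scaled per plate between neutral and stimulator controls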;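 further: 0% = DMSO wells given calcium and 100% = 1 mM EGTA wells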
A3G deaminase – inhibitors of human APOBEC3G DNA deaminase; 0.28% of 330,000 active; inhibition, % at 20 µM; recombinant A3G, ssDNA deamination FAM/TAMRA fluorescence; Q9HC16;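 active means inhibition of at least 40% at 20 µM, with no more than 30% in the related APOBEC3A deaminase screen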;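 further: plate controls were DMSO wells with A3G for no effect and wells lacking A3G enzyme for full effect; some compounds called inactive have numbers as strong as hits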
mIAP activ – increases mouse intestinal alkaline phosphatase activity; AID 2805; muIAP, CDP-Star luminescence, 30 min; active compounds read high; 1 = vehicle-only enzyme signal, 0 = enzyme-free wells; activation factor at 10 µM; 0.24% of 330,000 active;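 active means activation factor of at least 2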; further: the source names both 10 and 20 µM as test concentration; values of inactives mirror those of a sister screen read the other way
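System: mouse IAP enzyme. Reagent: CDP-Star chemiluminescent phosphatase substrate. Benchmarks: DMSO wells, no-enzyme wells. Times: 30 min enzyme-substrate-compound incubation at room temperature. Detection: luminescence from enzymatic CDP-Star hydrolysis. Doses: test compounds delivered from DMSO solution.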
MIN6 prolif – induces beta-cell replication in MIN6 cells | MIN6 cells proliferation, ATPlite luminescence, 48 h; cells starved in 0.2% serum; 100% = growth in 10% serum | proliferation, % at 10 µM | 0.29% of 330,000 active;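 active means compounds whose signal lies at least 3.5 SD above the mean of all wells on their plate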;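 further: 0% = DMSO-treated cells in low-serum medium and 100% = 10% serum control; some compounds called inactive have numbers as strong as hits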
hIAP act – human IAP activation. P09923. purified human IAP, CDP-Star luminescence, 30 min; active compounds read high; 1 = vehicle-only enzyme, 0 = enzyme-free background. activation factor at 10 µM. 0.16% of 330,000 active;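 active means activation factor of the enzyme at least 2-fold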; further: the source names both 10 and 20 µM as test concentration; values of inactives mirror those of a sister screen read the other way
Target sequence (P09923 whole entry, looked up): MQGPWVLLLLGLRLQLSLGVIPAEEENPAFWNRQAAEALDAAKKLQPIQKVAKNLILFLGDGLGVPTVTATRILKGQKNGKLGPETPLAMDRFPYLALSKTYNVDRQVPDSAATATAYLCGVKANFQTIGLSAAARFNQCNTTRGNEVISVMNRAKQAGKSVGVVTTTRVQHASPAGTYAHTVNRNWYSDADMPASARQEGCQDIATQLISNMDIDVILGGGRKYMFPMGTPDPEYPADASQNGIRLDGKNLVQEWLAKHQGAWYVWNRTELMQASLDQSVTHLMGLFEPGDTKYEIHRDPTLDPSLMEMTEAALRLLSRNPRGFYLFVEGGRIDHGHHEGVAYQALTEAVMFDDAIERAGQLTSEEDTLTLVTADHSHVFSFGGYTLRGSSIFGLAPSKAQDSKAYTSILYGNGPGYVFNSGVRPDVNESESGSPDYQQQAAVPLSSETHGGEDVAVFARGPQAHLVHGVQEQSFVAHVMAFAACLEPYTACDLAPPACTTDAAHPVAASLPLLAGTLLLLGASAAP
APOBEC3A inh – inhibitors of human APOBEC3A DNA deaminase; recombinant A3A, FAM/TAMRA ssDNA deamination fluorescence; inhibition, % at 20 µM; 0.41% of 330,000 active;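 active means at least 40% inhibition at 20 µM here, with at most 30% in a related deaminase screen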;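 further: plate controls were A3A with DMSO for no effect and wells lacking A3A enzyme for full effect; some results filed as inactive read as strong as hits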
hIAP block – blocks human intestinal alkaline phosphatase; P09923; purified IAP, CDP-Star luminescence, 30 min; inhibition, % at 10 µM; 0.12% of 330,000 active; AID 2544;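 active means inhibition reaching a set limit with compound at 10 µM in the primary screen, cut at about 35% in these data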;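 further: plate controls were DMSO wells with enzyme for no effect and no-enzyme buffer wells for full effect; values of inactives mirror those of a sister screen read the other way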
mIAP block – mouse IAP inhibition; purified mouse IAP, CDP-Star luminescence, 30 min; 0.2% of 330,000 active; AID 2806; inhibition, % at 10 µM;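 active means inhibition of at least 40% at 10 µM in the primary screen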;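 further: plate controls were DMSO with enzyme for no effect and no enzyme wells for full effect; values of inactives mirror those of a sister screen read the other way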
Starred values were filed as active, the others as inactive; . = no result given. Outcome played no part in choosing rows, and some 3.3% of all compounds hit somewhere here.

SMILES	ATG4B inh	MPTP inh	A3G deaminase	mIAP activ	MIN6 prolif	hIAP act	APOBEC3A inh	hIAP block	mIAP block
Cc1nn(-c2ccccc2)c(N)c1Sc1ccccc1[N+](=O)[O-]	-2	0.6	-7	0.93	-5	0.98	2	2	7
CN(C)c1cccc(C(=O)NCc2ccccc2)c1	1	-0.8	-2	0.97	0	0.92	-1	8	3
COc1ccc(S(=O)(=O)N2CCOC2CNC(=O)C(=O)NCC(C)C)cc1 (centres undefined)	-2	-0.1	-6	0.93	4	1.1	-2	-14	7
O=S(=O)(Nc1ccc2cn[nH]c2c1)c1ccccc1	-8	-0.5	-1	0.94	-1	0.9	5	10	6
Cc1cccc(C(=O)N[C@H](C(=O)Nc2ccc(C)c(S(=O)(=O)N(C)C)c2)C(C)C)c1	-8	-1.3	-6	1.2	-2	1.2	6	-22	-24
c1csc(-c2cn3ccc4ccccc4c3n2)c1	5	-0.7	-4	1.1	-4	1.2	2	-16	-10
CC(=O)Nc1sc(N/N=C\c2ccccc2F)nc1-c1cccs1	1	0.0	-2	0.81	0	1.1	0	-7	19
O=C(O)Cc1nc(-c2cccnc2)sc1-c1ccc(Br)cc1	0	2.1	-5	0.94	-1	0.96	1	4	6
O=C(CCc1ccccc1O)N/N=C/c1ccc(Sc2cccc3cccnc23)o1	-6	12	-5	0.82	-5	0.96	-2	4	18
O=C(COC(=O)Cc1c[nH]c2ccccc12)Nc1cccc2ccccc12	-14	0.9	-11	1.2	-3	1.2	-4	-15	-23
CC1CCCN(C(=O)C2(NC(=O)Nc3cccc(F)c3)CCCCC2)C1 (centres undefined)	-3	1.0	-10	3.1*	1	1.6	-3	-62	-213
O=C1CC(N2CCOCC2)C(=O)N1c1ccc2c(c1)OCO2 (centres undefined)	0	-6.4	-10	0.96	-2	0.86	-4	14	4
CSc1ccccc1C(=O)Nc1ccc(C)cc1C	-7	1.8	-6	1	-2	0.9	-3	10	-1
CC(C)C(=O)Nc1ccc2oc(=O)ccc2c1	2	-2.5	-2	1.1	-3	1.1	-2	-13	-9
COc1ccc(N2CCN(C(=O)CSc3nnc(-c4cccnc4)n3-c3ccc(F)cc3)CC2)cc1	-21	0.1	-3	0.99	-1	1.2	-4	-15	1
Cc1cc(C)n(C(C)CNS(=O)(=O)c2ccc(C)c(C)c2)n1 (centres undefined)	-13	-0.7	-4	1	-1	0.99	0	1	-4
CC(Sc1nc2sc3c(c2c(=O)n1-c1ccccc1)CCCC3)C(=O)O (centres undefined)	-7	-0.6	-5	0.92	-2	0.93	-3	7	8
N#Cc1cccc(C(=O)OCC(=O)c2ccc3c(c2)NC(=O)CO3)c1	9	1.3	-6	0.98	0	0.99	-2	1	2
Cc1ccc(CN=C(Nc2ccccc2)NC2CCCCC2)cc1	10	1.1	-8	1.1	0	1.5	-3	-51	-6
O=C(c1ccco1)N1CCN(C(=S)Nc2ccc(Br)cc2Cl)CC1	7	-0.8	-3	0.99	-1	0.96	-5	4	1
CN1CCN(CCCNC(=O)c2ccc3c(c2)N(Cc2ccc(F)cc2)CCS3)CC1	-11	-1.4	-7	1	-6	1.1	-7	-12	-1
O=C1CN(c2nc(-c3cccnc3)nc3sc4c(c23)CCCC4)CCN1	26	0.4	0	1.1	-4	1	-3	0	-13
O=C(CSc1cc(Cl)ccc1Cl)NC1CCCc2ccccc21 (centres undefined)	11	3.6	-8	1.4	-1	1	-5	-4	-37
O=C(NC1CCCc2c1cnn2-c1ccc(F)cc1F)c1csnn1 (centres undefined)	3	-2.4	1	1	-4	1.1	1	-5	-1
CN(C(=O)c1ccc(NC(=O)C2CCN(C(=O)OC(C)(C)C)CC2)cc1)C1CCC1	-7	-2.8	-6	0.97	-1	1	-3	0	3
Cc1ccc(C)c(N2CCN(C(=O)CCn3c(=S)[nH]c4cc5c(cc4c3=O)OCO5)CC2)c1	51*	7.2	-5	0.92	2	1	-2	-3	8
NC(CSCc1ccccc1Cl)C(=O)O (centres undefined)	-9	0.1	-1	0.85	-3	0.98	2	2	15
O=C(Cc1nc2ccccc2[nH]c1=O)c1ccc(Cl)cc1	-4	1.1	-11	0.89	-3	0.9	-5	10	11
COc1cc(C(=O)N2CCCCC2)ccc1OCC(=O)Nc1ccc(F)cc1	0	0.8	-6	1	0	0.93	-3	7	-4
N#CC1=C2Sc3ccccc3N2CCCC1=O	-7	-0.9	-6	0.92	-1	0.88	-4	12	8
Cc1ccc(NC(=O)c2cc3cc(OC(F)(F)F)ccc3[nH]2)cc1	1	.	-6	1.1	-2	0.83	-3	17	-13
CCOc1ccc(OCC)c(S(=O)(=O)N2CCOCC2)c1	6	-0.3	2	0.97	-1	1	6	0	3
CCCn1c(-c2ccc[nH]c2=O)nc2ccccc21	-7	0.7	-9	0.99	-1	1.1	-3	-7	1
Cc1ccccc1NC(=O)CSc1nc2cc3c(cc2cc1C)CCC3	-5	3.4	5	1.1	-3	1.2	-2	-25	-7
Cc1noc(/C=C/c2ccco2)c1S(=O)(=O)N1CCC(C(=O)N2CCc3ccccc32)CC1	23	0.5	0	1	-4	1	0	-3	-3
CC(C(=O)NCC(=O)Nc1ccc(F)c(F)c1F)N1CCN(c2ccc(O)cc2)CC1 (centres undefined)	-1	-0.2	13	0.91	-7	0.92	-3	8	9
Cc1ccc(SCCC(=O)N2CCOCC2)cc1	-3	-1.6	-8	0.96	5.1*	1.1	-1	-7	4
COc1ccccc1NC(=O)c1nnn(Cc2ccccc2)c1NC(C)=O	16	-0.1	5	1.1	-1	1	4	-1	-12
COc1ccccc1N1CCN(C2CCN(C(=O)COc3cccc(C)c3)CC2)CC1	36	1.0	-8	0.99	-6	0.96	-2	4	1
COCCn1c(N2CCCC2)nc2c1c(=O)[nH]c(=O)n2C	-8	-0.1	-5	0.97	-3	1.1	-6	-12	3
CCOc1ccc2ccccc2c1/C=N/NC(=O)c1ccncc1	-8	0.5	-2	0.98	0	0.88	-3	12	2
N/C(=N\N=C\c1ccnc2ccccc12)SC1CC(=O)N(c2ccc(Br)cc2)C1=O (centres undefined)	2	1.7	5	0.93	-4	1	1	-1	7
Cc1cccc(NC(=O)COc2coc(CN3CCN(c4ccccc4)CC3)cc2=O)c1	0	-2.0	2	1.1	-2	0.92	-1	8	-10
N#Cc1cc(C#N)c(N2CCN(c3cccc(Cl)n3)CC2)nc1N	-4	0.7	1	1	-4	1.1	2	-14	-1
COc1ccc(C2=NN(CN3C(=O)C(=O)c4ccccc43)C(c3ccc(OC)cc3)C2)cc1 (centres undefined)	7	1.9	5	1	1	1	4	-4	-3
CN(CC12CC3CC(CC(C3)C1)C2)C(=O)c1ccco1	5	-1.0	-3	0.94	4	1.1	-2	-13	6
Cc1ccc(NC(=O)NC(=O)c2cnccc2C(F)(F)F)c(C)c1	-8	1.5	-11	1	0	1	-3	-2	-1
C[C@H](N)C(=O)NC[C@H]1O[C@@H](n2cnc3c(N)ncnc32)[C@H](O)[C@@H]1O	1	-0.1	1	0.97	.	.	2	.	3
CCOCCOC(=O)COc1ccc2c(=O)c(Oc3ccc(OC)cc3)coc2c1	-2	-0.4	0	1.1	-6	0.94	-5	6	-10
CCOC(=O)C1=NNC(C(=O)c2ccccc2)C1c1ccc(OC)cc1 (centres undefined)	-9	-0.2	-2	0.91	1	0.77	0	23	10
CCCc1nc(SCC(=O)N2CCc3ccccc3C2)c2ccccc2n1	13	1.8	3	0.89	-4	1	5	-3	11
CCn1c(CNC(=O)COc2ccc(C(C)C)cc2)nnc1SCC(=O)Nc1ccc(F)cc1	-41	1.5	-9	1.1	-3	0.96	-1	4	-13
COc1cccc(CC(=O)Nc2cc(S(=O)(=O)N3CCOCC3)ccc2N2CCN(C)CC2)c1	-4	-0.1	-3	1.1	-1	0.74	0	26	-14
NNc1nc(-c2ccccc2)c2cc(Cl)ccc2n1	-7	1.9	-8	0.94	0	0.97	-3	3	6
CCOC(=O)N1CCC(NC(=O)C(CC(C)C)NC(=O)C2CCC(C)CC2)CC1 (centres undefined)	-12	-0.1	-4	1.1	1	1.1	3	-15	-6
COc1ccc(NS(=O)(=O)c2cccc(C(=O)NCC(c3ccccc3OC)N3CCCC3)c2)cc1 (centres undefined)	-2	-1.5	-5	1	-1	1	2	-4	-3
COc1ccc2c(c1OC)C(=O)OC2Nc1nc(-c2ccccc2)cs1 (centres undefined)	-12	-1.2	-2	1	-5	1	-4	0	-3
O=C(NCc1ccccc1)C1CCC1	3	0.6	-12	1	-2	0.97	-4	3	-3
O=C(Nc1ccccc1)c1cccnc1N1CCCC1	1	-1.6	0	1.1	1	0.93	5	7	-6
CCN1C(=O)N[C@@H](c2cccc(C(F)(F)F)c2)[C@H](C(C)=O)[C@H]1C	4	-0.8	6	0.96	3	1.2	4	-17	4

Going on with the list:
SMILES	ATG4B inh	MPTP inh	A3G deaminase	mIAP activ	MIN6 prolif	hIAP act	APOBEC3A inh	hIAP block	mIAP block
O=C(Cc1ccccc1)Oc1coc(CSc2ncccn2)cc1=O	-4	-0.8	-3	1	-3	1	-3	-4	-2
Cc1ccc2nc(SCC(=O)c3c(N)n(C)c(=O)n(C)c3=O)[nH]c2c1	-14	1.1	-1	0.95	1	1	5	-4	5
COc1cccc(CNC(=O)CCS(=O)(=O)c2cccc3nonc23)c1	-5	-0.2	-1	1	-3	1.2	1	-16	-1
O=C(NCCc1ccccc1)C1(c2ccccc2)CCCC1	1	0.5	-6	1	-5	0.94	-6	6	0
Cc1ccc(C)c(S(=O)(=O)NCc2cccnc2)c1	5	0.0	-6	0.96	-2	0.94	-5	6	4
Cc1cc(C)n(CC(=O)NNC(=O)c2cccc(C(F)(F)F)c2)n1	-5	-1.2	-1	1.1	2	1.2	-1	-21	-6
NC(=O)C(=O)N/N=C/c1c(F)c(F)c(F)c(F)c1F	-6	-1.0	-4	0.77	-5	0.97	1	3	23
O=C1CN(Cc2nc3cc(Cl)ccc3c(=O)[nH]2)CCN1	-4	1.2	-1	0.86	-2	1.1	2	-11	14
COc1ccccc1N1CCN(C(=O)C2CCCCN2S(=O)(=O)c2ccc(C)cc2)CC1 (centres undefined)	-4	1.2	-2	1	1	1.1	5	-14	-2
COc1ccccc1NC(=O)c1ccc(NC(=O)COC(=O)CCC2CCCC2)cc1	2	2.9	-6	1	3	0.98	-3	2	-5
Cn1c(SCC(=O)Nc2ccc(Cl)cc2F)nnc1-c1ccco1	-18	0.8	-1	1.1	0	0.97	0	3	-7
O=C1COc2ccc(C(=O)CSc3nnc(Cc4cccs4)n3-c3ccc(Cl)cc3)cc2N1	-6	-0.9	-5	0.89	1	1	6	0	11
COc1cc(/C=C(\C#N)c2nc3ccccc3[nH]2)c([N+](=O)[O-])cc1OCc1ccccc1	-4	-3.4	-1	0.94	-6	0.9	-2	10	6
CCC(=O)Nc1nc(C)c(-c2csc(Nc3cccc(C(=O)O)c3)n2)s1	3	1.4	-13	0.87	-5	0.95	6	5	13
CC(=O)c1ccc(NC(=O)c2cccc(S(=O)(=O)N3CCN(C)CC3)c2)cc1	-7	0.7	-5	0.96	-2	0.87	0	13	4

Record cards, from the list above. Screens in order: ATG4B inh, MPTP inh, A3G deaminase, mIAP activ, MIN6 prolif, hIAP act, APOBEC3A inh, hIAP block, mIAP block
Cc1ccc(C)c(S(=O)(=O)NCc2cccnc2)c1 is listed as 5, 0.0, -6, 0.96, -2, 0.94, -5, 6, 4
NC(=O)C(=O)N/N=C/c1c(F)c(F)c(F)c(F)c1F is listed as -6, -1.0, -4, 0.77, -5, 0.97, 1, 3, 23
CCC(=O)Nc1nc(C)c(-c2csc(Nc3cccc(C(=O)O)c3)n2)s1 is listed as 3, 1.4, -13, 0.87, -5, 0.95, 6, 5, 13

Assay outcomes: PubChem BioAssay, Sanford-Burnham Center for Chemical Genomics
